Screening data deposited in PubChem by several laboratories.
NCOA2 inhibitor – inhibits human steroid receptor coactivator 2 | inhibition, % at 9 µM | AID 651957 | Q15596 | HEK293 GAL4-SRC2 luciferase reporter, luminescence | 370,000 compounds, 0.17% hits;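 active means inhibition above the mean inhibition of all tested compounds plus 3 SD, set per campaign, cut at about 52% in these data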;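 further: 0% = DMSO treated cells and 100% = cells given Gossypol at 36 µM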
NR2F2 inh – blocks human COUP-TFII nuclear receptor; P24468; HEK293T NGFI-A luciferase reporter, luminescence; inhibition, % at 8.6 µM; 370,000 compounds, 0.7% hits; AID 686940;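 active means inhibition above a per-plate cutoff, mean inhibition of test wells between control levels plus 3 SD, cut at about 38% in these data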;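 further: cells cotransfected with COUP-TFII expression vector driving the NGFI-A reporter; 0% = median of COUP-TF2 test wells and 100% = reporter-only cells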
Target sequence (P24468 whole entry, looked up): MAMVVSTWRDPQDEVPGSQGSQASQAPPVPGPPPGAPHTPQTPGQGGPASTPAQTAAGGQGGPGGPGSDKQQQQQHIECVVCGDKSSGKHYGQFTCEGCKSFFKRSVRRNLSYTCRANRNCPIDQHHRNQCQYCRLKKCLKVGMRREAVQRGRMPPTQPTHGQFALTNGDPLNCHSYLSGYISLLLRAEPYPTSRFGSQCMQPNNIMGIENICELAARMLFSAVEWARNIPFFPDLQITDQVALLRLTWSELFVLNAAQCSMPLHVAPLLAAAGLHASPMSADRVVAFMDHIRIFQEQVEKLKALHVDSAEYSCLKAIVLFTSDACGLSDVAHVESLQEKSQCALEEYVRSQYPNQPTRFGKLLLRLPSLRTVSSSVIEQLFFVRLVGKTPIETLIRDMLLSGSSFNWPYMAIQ
TROY NFkB inh – TROY signaling inhibition; Q293 LMP1-TROYcd NF-kB luciferase reporter, 4 h; inhibition, % at 10 µM; 360,000 compounds, 0.98% hits; AID 1347056;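 active means compounds whose plate-normalised and pattern-corrected inhibition of the luciferase reporter signal at the single screening dose is 50% or more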
NOD2-RIPK2 inh – NOD2-RIPK2 protein interaction inhibition | 360,000 compounds, 0.38% hits | inhibition, % at 4.98 µM | CHO BLA complementation NOD2-RIPK2, CCF4 ratio | AID 624267 | O43353; in the data active means inhibition above about 21%;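 further: 0% = vehicle only and 100% = reference blocker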
SRC3 inh – inhibits human SRC3 coactivator; AID 588352; 360,000 compounds, 0.17% hits; inhibition, % at 3.6 µM; HEK293 GAL4-SRC3 luciferase reporter, luminescence;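 active means inhibition above a per-campaign cutoff, the mean of all compounds plus 3 SD, cut at about 60% in these data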;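 further: 0% = DMSO-treated cells and 100% = gossypol-treated cells at 36 µM; higher means less SRC3-driven luciferase light from the GAL4 reporter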
TLR9-MyD88 inh – blocks human TLR9 binding to MyD88 | AID 504734 | CHO BLA complementation TLR9-MyD88, CCF4 FRET ratio | Q9NR96+Q99836 | 340,000 compounds, 0.21% hits | inhibition, % at 4.98 µM;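 active means inhibition above the mean over all tested compounds plus 3 SD, cut at about 21% in these data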;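 further: 0% = DMSO only wells and 100% = clavulanate BLA inhibitor control wells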
LRH-1 inv ag – NR5A2 inverse agonism in reporter assay; O00482; HEK293T StAR-luciferase reporter, LRH-1 transfected, 24 h; inhibition, % at 3.6 µM; 360,000 compounds, 0.13% hits; AID 602396;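 active means inhibition above the mean inhibition of all tested compounds plus 3 SD, cut at about 73% in these data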;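 further: 0% = DMSO wells and 100% = reporter-only cells lacking LRH-1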
Target sequence (O00482 whole entry, looked up): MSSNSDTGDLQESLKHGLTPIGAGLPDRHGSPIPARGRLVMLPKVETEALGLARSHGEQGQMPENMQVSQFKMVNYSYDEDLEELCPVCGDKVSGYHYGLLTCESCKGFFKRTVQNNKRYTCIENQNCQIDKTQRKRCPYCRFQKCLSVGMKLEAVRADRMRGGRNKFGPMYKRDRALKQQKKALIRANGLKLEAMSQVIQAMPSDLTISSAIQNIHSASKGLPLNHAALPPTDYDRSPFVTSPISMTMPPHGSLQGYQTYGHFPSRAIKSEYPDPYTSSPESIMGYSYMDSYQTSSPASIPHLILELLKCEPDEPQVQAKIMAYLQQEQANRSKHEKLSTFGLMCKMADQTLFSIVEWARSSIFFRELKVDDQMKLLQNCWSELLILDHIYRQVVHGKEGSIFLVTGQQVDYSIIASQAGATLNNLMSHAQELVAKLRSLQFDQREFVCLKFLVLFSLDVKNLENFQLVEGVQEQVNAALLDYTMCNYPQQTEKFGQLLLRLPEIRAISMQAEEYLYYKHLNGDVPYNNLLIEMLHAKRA
EBV LMP1 NFkB – reduces LMP1-driven NF-kappaB luciferase signal. 350,000 compounds, 0.69% hits. LMP1-induced NF-kappaB luciferase reporter cells, luminescence. inhibition, % at 12.5 µM; in the data active means inhibition above about 41%;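 further: 0% = neutral control wells and 100% = reference inhibitor control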
Vif imaging – HIV Vif inhibition. inhibition, % at 7.49 µM. HEK293T cells, Vif self-association by quenched fluorescence, imaging, 24 h. 340,000 compounds, 0.35% hits. AID 602346; in the data active means inhibition above about 50%, passing the limit was not always enough; further: some results filed as inactive read as strong as hits
SRC1 inh – inhibits human SRC1 coactivator. HEK293 GAL4-SRC1 luciferase reporter, luminescence. inhibition, % at 3.6 µM. AID 588354. 360,000 compounds, 0.12% hits;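 active means inhibition above the campaign mean plus 3 SD, with each screening campaign given its own cutoff, cut at about 60% in these data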;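 further: 0% = DMSO treated cells and 100% = gossypol at 36 µM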
TRAIL sens C8 – caspase-8 TRAIL sensitization; 360,000 compounds, 1% hits; NB7+C8 cells + TRAIL, ATPlite viability luminescence; inhibition (viability loss, TRAIL sensitization), % at 10 µM; AID 624354;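 active means compounds causing at least 50% loss of cell viability in the single-dose screen, relative to plate controls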
Numbers without * were called inactive; / = no result given. Some of the compounds tested. The share of hits here may be higher or lower than overall.

mol,NCOA2 inhibitor,NR2F2 inh,TROY NFkB inh,NOD2-RIPK2 inh,SRC3 inh,TLR9-MyD88 inh,LRH-1 inv ag,EBV LMP1 NFkB,Vif imaging,SRC1 inh,TRAIL sens C8
COc1ccc(C(=O)CN2CC(C)SC2=Nc2ccc(Cl)cc2)cc1 (stereo unspecified),1,-6,-40,0,-7,-1,-7,9,-5,7,-7
CCc1noc(C)c1C(=O)NNC(=O)COc1ccc(C)c(C)c1,-2,-9,-38,-2,-12,-10,9,4,13,-18,-2
CC(Cc1ccsc1)NC(=O)CCc1nnc(CCc2ccccc2)o1 (stereo unspecified),-12,8,-23,-5,-8,-4,1,9,3,-59,-14
COc1cccc2cc(C(=O)Oc3ccccc3)c(=O)oc12,5,-8,-13,0,-7,15,-13,-12,-11,-2,2
CCOc1cc(CNc2ccccc2)cc(Br)c1OCc1ccc(F)cc1,-8,-7,6,-3,-20,-1,19,-3,3,-5,11
CCn1c(SCC(=O)Nc2ccc3c(c2)OCCO3)nnc1-c1ccccn1,0,-1,1,2,-12,-50,-9,9,/,-5,13
C=CCc1ccccc1OCC(O)CN1C(=O)c2ccccc2C1=O (stereo unspecified),12,-5,-18,4,-9,-2,-13,0,10,0,-11
CCN(C(=S)NC(=O)CCc1ccccc1)c1ccccc1,-15,10,-4,-7,5,-9,15,9,-1,-8,1
COc1ccccc1CCNS(=O)(=O)CCNC(=O)c1ccc2c(c1)OCO2,-6,-4,12,-5,4,-18,4,0,-2,12,11
COC(=O)c1ccccc1C(=O)N1CCCC(C(=O)c2cc(F)ccc2F)C1 (stereo unspecified),-4,6,4,3,3,0,-9,6,-3,4,1
COc1cccc(NC(=O)N(CCCN2CCOCC2)C(C)c2cc3ccccc3o2)c1 (stereo unspecified),-5,5,-2,-5,11,-4,-8,9,1,-15,23
COCCN1C(=O)c2ccccc2C(C(=O)N2CCN(c3ccccn3)CC2)C1c1ccc(F)cc1 (stereo unspecified),-52,7,16,-2,-14,3,5,10,2,13,4
CC1(C)C2CCC1(C)C(OC(=O)c1ccccc1C(=O)O)C2 (stereo unspecified),8,17,-5,-2,13,2,-5,-1,-2,-11,-1
Cc1cc(C(=O)NCCCN2CCCC2=O)no1,-16,14,1,-4,12,-6,12,-4,2,-5,-14
O=C(Nc1nccs1)c1csc([C@H]2C[C@H](O)[C@@H](CO)O2)n1,-37,-42,-42,-13,-84,/,-88,/,4,-68,14
CC1CCN(CCCN2C(=O)C3C(C(=O)Nc4cccc(Cl)c4)C4C=CC3(O4)C2C(=O)NC2CCCCC2)CC1 (stereo unspecified),-12,26,-7,-10,-11,12,-7,2,35,7,-14
CCOC(=O)[C@@H](CCc1ccccc1)N[C@H](C)C(=O)N1[C@H](C(=O)O)C[C@@H]2CCC[C@@H]21,-20,2,11,-3,-2,-4,-11,33,-2,-11,2
C/C(CCc1oc2ccc(Br)cc2c1-c1ccc(C)o1)=N/O,-3,-12,-6,8,-1,-4,4,-1,-6,3,22
O=C(O)c1ccccc1-c1ncc(-c2ccccc2)o1,-16,16,-1,-3,15,0,0,5,20,-9,-13
CCC(CC)C(=O)Nc1cccc(/C(C)=N/NC(=O)c2c(Br)cnn2C)c1,-12,-10,-2,-12,-5,5,-18,3,6,-1,6
COc1cc(/C=N/NC(N)=O)cc([N+](=O)[O-])c1O,5,1,6,-1,-2,-10,-11,-5,0,-9,-4
CC(C)N(Cc1nnc(-c2ccc(Cl)cc2)o1)C(=O)C1=COCCO1,-30,10,2,-5,-10,8,-7,5,-3,-4,10
Cc1cc(NC(=O)CSc2ccc3nnc(-c4cccnc4)n3n2)no1,-12,11,-2,-1,5,1,-1,11,3,-1,-1
c1ccc(CN=C(NCc2ccccc2)NCc2ccccc2)cc1,4,-2,16,-3,-2,4,0,-5,6,-12,22
CC(C)(C)C(=O)O/N=C(\N)COc1cccc(Cl)c1,-62,-7,-32,-5,-20,-2,3,-10,0,-17,47
CC(C)CCSc1nc2c(c(=O)[nH]c(=O)n2C)n1CCc1ccccc1,-23,1,-1,2,6,-14,-13,-4,9,1,4
Cc1cc(NC(=O)CCC(=O)N(CC2CCCO2)C(C(=O)NC2CCCC2)c2cccnc2)no1 (stereo unspecified),16,-6,0,-3,-9,-8,3,2,/,-22,-10
O=C(NC1CCOc2ccccc21)C1CCCC1 (stereo unspecified),-11,2,25,-6,2,2,27,0,-15,9,-11
CC(C)c1ccc(C(=O)N2CCN(CCO)CC2)cc1,-15,-3,-27,1,6,-7,4,7,1,3,-1
COc1ccc(NC(=O)CSc2nnc(Cn3c(=O)sc4ccccc43)n2C)cc1OC,-11,-2,3,-14,6,3,4,-2,21,-14,-19
COc1ccc(NC(=O)CCNC(=O)c2ccccc2Cl)cc1S(=O)(=O)N1CCCCC1,7,5,-17,-6,3,-4,13,-1,5,-8,-30
COc1cc(OC)c2c(c1)C(=O)OC2,-5,-13,15,-9,0,4,13,3,3,-9,14
COc1cccc(C(=O)Nc2ccc3nc4n(c(=O)c3c2)CCCCC4)c1,-60,-26,-39,-8,-49,12,-51,-11,-5,-56,24
CC(=O)C1=C(O)C(=O)N(c2ccc(Br)cc2)C1c1ccc(Br)cc1 (stereo unspecified),-1,0,-7,-2,-12,0,-16,-2,-4,-11,0
CCOCc1nnc(NC(=O)CSc2ccccc2)s1,3,10,-13,-5,-8,-2,-13,4,1,-13,-14
COc1ccc(Br)cc1/C=N/NC(=O)CNC(=O)/C=C/c1ccccc1,-24,5,1,-4,22,-1,-8,4,-9,0,-7
CSc1nnc2c(n1)OC(c1ccc(C(=O)O)cc1)N(C(C)=O)c1ccccc1-2 (stereo unspecified),-3,15,0,-9,-6,-17,-12,-2,5,-17,8
N#Cc1ccc(CN2CCN(C(=O)c3ccc(S(=O)(=O)NCc4ccco4)cc3)CC2)cc1,21,20,-2,2,-4,-13,16,14,-3,8,9
COc1ccc(NC(=O)COC(=O)c2cccc(S(=O)(=O)N3CCCCC3)c2)c(OC)c1,8,-16,-10,-2,10,8,17,-2,-1,-1,-4
CCn1cc(C(=O)NC2CCCCC2C)c(=O)c2ccc(C)nc21 (stereo unspecified),-6,-2,9,2,3,8,14,3,-5,-15,4
COCCn1c(N2CCN(c3ccc(OC)cc3)CC2)nc2c1c(=O)[nH]c(=O)n2C,2,2,3,-1,-6,-6,-7,3,-2,-9,0
CC(=O)/C(=N/Nc1ccccc1)N1CCOCC1,21,-2,-1,-11,8,-3,16,-5,7,6,4
CCOc1ccc(NC(=O)Nc2cc(C(C)C)ccc2C)cc1,-11,-2,14,8,-3,-2,10,-6,-16,14,-7
O=C(Nc1cccc2ccccc12)N1N=CCC1c1ccccc1 (stereo unspecified),-56,-10,-76,-4,-43,/,-62,/,6,-79,2
Clc1ccc(OCc2nc3ccccc3[nH]2)cc1,-58,-55,-29,-13,-68,2,-136,-39,17,-121,37
COc1ccc(C(=S)N2CCN(C)CC2)cc1,-4,-7,3,4,9,7,-6,11,9,-26,-13
CC(C)CN(C(=O)COC(=O)c1ccc2ccccc2n1)C1CCS(=O)(=O)C1 (stereo unspecified),-7,-4,17,6,1,11,-4,8,-3,4,0
CC1CCCCC12NC(=O)N(CC(=O)N1CCc3ccccc3C1)C2=O (stereo unspecified),5,-11,-28,-4,-4,7,1,-10,1,-9,-14
CC(=O)Nc1ccc(NC(=O)C(C)Sc2n[nH]c(=O)n2Cc2ccccc2)cc1 (stereo unspecified),-29,11,-17,2,-58,-4,5,0,-8,4,-4
C=CCCN(C(CC(C)C)C(=O)OC)S(=O)(=O)c1cc(Br)ccc1Br (stereo unspecified),2,-8,0,-6,21,-4,0,-1,0,11,17
CC(=O)O/N=C(/c1nonc1N)N(C)C,-5,-14,4,-2,-1,2,-2,-4,4,-6,-9
CCOC(=O)C1=C(C)NC(=O)C(C(N)=O)C12CCCCC2 (stereo unspecified),4,-30,10,-2,4,3,7,-1,34,-11,5
O=C(COC(=O)CCN1C(=O)/C(=C\C=C\c2ccccc2)SC1=S)Nc1ccc(Br)cc1,44,12,21,-2,32,-2,-5,13,5,20,-6
Cc1ccc(S(=O)(=O)N2C[C@H]3C(=O)C[C@@H](c4cccc(Cl)c4)N(S(=O)(=O)c4ccc(C)cc4)[C@H]3C[C@H]2c2ccccc2)cc1,-20,1,13,-6,3,-4,-7,1,0,4,-15
CCOC(=O)c1c(-c2ccccc2)oc2ccc(OCC(=O)O)cc12,-35,-2,15,-3,-2,1,4,4,22,4,-8
O=C(Cc1n[nH]c(=O)[nH]c1=O)N/N=C/c1c(O)ccc2ccccc12,2,5,15,2,14,4,0,9,-4,7,8
O=C(c1ccc(S(=O)(=O)N2CCOCC2)cc1)N1CCc2ccccc2C1,10,-15,1,-12,-12,-6,1,-2,/,2,-5
CC(C)(C)c1ccc(CC(=O)N2CCC2(C)C(=O)NCc2ccc3c(c2)OCO3)cc1 (stereo unspecified),2,3,2,1,14,/,10,/,-11,5,-1
COC(=O)[C@@H](NC(=O)N(C1CCCCC1)C1CCCCC1)C(C)C,6,14,-15,-2,-12,-5,-7,-8,1,-2,6
O=C(NCc1ccc(F)cc1)C1CCCN(S(=O)(=O)c2cccc3nsnc23)C1 (stereo unspecified),-10,7,-10,5,-10,-5,9,3,-2,6,2

The list goes on:
mol,NCOA2 inhibitor,NR2F2 inh,TROY NFkB inh,NOD2-RIPK2 inh,SRC3 inh,TLR9-MyD88 inh,LRH-1 inv ag,EBV LMP1 NFkB,Vif imaging,SRC1 inh,TRAIL sens C8
CCc1cccc(CC)c1NC(=O)CN1C2CCCC1CC(NC(=O)Nc1cccc(OC)c1)C2 (stereo unspecified),-31,1,-4,-8,1,-4,-3,9,0,13,2
Cc1n[nH]c2c([N+](=O)[O-])c(=O)[nH]c(=O)n12,-1,-1,-3,-4,-9,-9,1,-8,-4,-12,-8
Cc1c(O)c(CN(C)C)cc2c1oc(=O)c1ccccc12,-37,-18,45,-11,12,-5,6,-7,-3,7,-5
CCCn1nnc(NC(=S)NC(=O)Cc2ccccc2)n1,19,-8,3,1,10,3,7,2,-6,-15,-3
COc1ccc(C(=O)COC(=O)Cn2cnc3c2c(=O)n(C)c(=O)n3C)c(OC)c1,-38,-8,-1,-11,6,-4,-12,-9,2,-6,6

Just NOD2-RIPK2 inh and SRC1 inh, for 2 of the compounds above:
Structure	NOD2-RIPK2 inh	SRC1 inh
COc1ccccc1CCNS(=O)(=O)CCNC(=O)c1ccc2c(c1)OCO2	-5	12
COC(=O)c1ccccc1C(=O)N1CCCC(C(=O)c2cc(F)ccc2F)C1 (stereo unspecified)	3	4
